ADAM10 inh – inhibitors of human ADAM10; 0.62% of 370,000 active; inhibition, % at 7 µM; recombinant ADAM10, EDANS/DABCYL FRET peptide cleavage, 3 h;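 active means inhibition above a per-campaign cutoff equal to the mean of compounds falling between control-based bounds plus 3 SD, cut at about 20% in these data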;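 further: 0% = DMSO wells while the 100% control is not disclosed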
HGIII-sPLA2 inh – Inhibits HGIII-sPLA2 liposome hydrolysis, primary screen; Q9NZ20; QFRET BODIPY PC-A2 liposome hydrolysis, fluorescence; AID 743126; inhibition, % at 12.2 µM; 0.56% of 370,000 active;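 active means inhibition above mean plus 3 SD of compounds lying within the high and low control bounds, cut at about 19% in these data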;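 further: 0% = median of test compound wells and 100% = no enzyme DMSO wells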
hgDAF12 agonist – hgDAF-12 agonism, primary luciferase screen. HEK293 GAL4-hgDAF12 UAS-luciferase reporter, agonist luminescence; normalized to butyrate control. activation, % at 6.8 µM. 1.8% of 370,000 active. AID 687014;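 active means activation above a cutoff set at the mean of all screened compounds plus 3 SD, cut at about 10% in these data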;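 further: 0% = DMSO wells and 100% = sodium butyrate wells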
SMARCA2 activ – activators of SMARCA2 function. MG213 cells, MMTV-luciferase reporter, dexamethasone, overnight. activation, % at 9.1 µM. 1% of 370,000 active; in the data active means activation above about 7.8%;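 further: 0% = vehicle wells and 100% = reference activator wells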
DAX1 inh-1 – inhibitors of human orphan nuclear receptor DAX1 (NR0B1) | HEK293 Gal4-DAX1 luciferase reporter, luminescence | inhibition, % at 6.75 µM | 0.99% of 340,000 active | AID 504766;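 active means inhibition above the mean over all tested compounds plus 3 SD, cut at about 4.2% in these data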;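 further: 0% = DAX1-transfected cells with DMSO and 100% = empty-vector control cells with DMSO; inhibition shows as a rise in luminescence from relieved DAX1 repression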
GC-B act – GC-B (human) receptor activation. P20594. HEK293-GC-B cells, CNP EC30, cGMP TR-FRET; 0% at EC30 CNP, 100% saturating CNP. activation, % at 10 µM. 0.11% of 370,000 active;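 active means activation at 10 µM reaching about 35% in either raw or pattern-adjusted values, limit read from the data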
Target sequence (P20594 whole entry, looked up): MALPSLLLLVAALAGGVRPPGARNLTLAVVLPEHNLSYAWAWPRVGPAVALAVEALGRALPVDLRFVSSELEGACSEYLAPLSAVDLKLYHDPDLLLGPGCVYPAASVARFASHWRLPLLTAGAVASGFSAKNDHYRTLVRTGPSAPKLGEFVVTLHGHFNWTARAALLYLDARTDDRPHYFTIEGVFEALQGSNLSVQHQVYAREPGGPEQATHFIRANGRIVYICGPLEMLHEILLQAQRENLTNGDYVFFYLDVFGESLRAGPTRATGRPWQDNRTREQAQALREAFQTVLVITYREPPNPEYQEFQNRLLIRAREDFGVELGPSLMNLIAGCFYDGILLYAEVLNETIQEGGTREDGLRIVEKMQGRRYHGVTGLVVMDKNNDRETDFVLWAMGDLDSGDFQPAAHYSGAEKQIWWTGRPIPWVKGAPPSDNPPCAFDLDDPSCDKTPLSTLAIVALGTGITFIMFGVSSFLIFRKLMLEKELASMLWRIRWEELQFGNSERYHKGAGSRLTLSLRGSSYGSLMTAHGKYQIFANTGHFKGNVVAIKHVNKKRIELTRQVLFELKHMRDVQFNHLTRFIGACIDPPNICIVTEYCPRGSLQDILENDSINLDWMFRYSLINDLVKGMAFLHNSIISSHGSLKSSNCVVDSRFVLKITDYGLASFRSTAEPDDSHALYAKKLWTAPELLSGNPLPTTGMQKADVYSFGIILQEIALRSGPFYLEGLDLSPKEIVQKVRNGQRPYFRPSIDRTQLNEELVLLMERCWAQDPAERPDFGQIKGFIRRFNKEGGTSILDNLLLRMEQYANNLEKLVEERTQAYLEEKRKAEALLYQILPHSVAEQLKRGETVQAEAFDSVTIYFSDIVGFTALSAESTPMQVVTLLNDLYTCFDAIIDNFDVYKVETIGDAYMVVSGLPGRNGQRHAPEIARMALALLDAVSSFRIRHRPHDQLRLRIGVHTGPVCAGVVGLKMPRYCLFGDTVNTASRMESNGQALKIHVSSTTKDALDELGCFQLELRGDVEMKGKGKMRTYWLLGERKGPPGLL
GAA850 FXN act – activators of GAA850 frataxin (FXN) promoter. HEK293 lucGAA850 FXN promoter luciferase reporter, 24 h; percent of 10 µM SAHA response. activation, % at 6 µM. 0.56% of 360,000 active;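 active means activation above the average of all compounds screened plus 3 SD, cutoff fixed separately per campaign, cut at about 7.5% in these data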;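 further: 0% = DMSO wells and 100% = 10 µM SAHA wells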
ssDAF-12 act – activators of S. stercoralis DAF-12 nuclear receptor; HEK293 ssDAF-12/GRIP1 lit1-tk-luc reporter, luminescence; % of 3 µM dafachronic acid response; activation, % at 6.8 µM; 1% of 370,000 active;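 active means activation above the mean over all tested compounds plus 3 SD, cut at about 0.9% in these data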;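 further: 0% = DMSO-only wells and 100% = 3 µM delta7-dafachronic acid wells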
GC-A act – GC-A (human) enzyme activation; P16066; HEK293 GC-A cells, cGMP TR-FRET, EC30 ANP; 0% at EC30 ANP, 100% saturating ANP; activation, % at 10 µM; 0.14% of 370,000 active; AID 1671463; in the data active means activation above about 40%
DAX1 inh-2 – DAX1 (NR0B1) inhibition, primary screen; HEK293T StAR-luciferase reporter, SF-1/DAX-1 repression relief; inhibition, % at 6.8 µM; 1.1% of 370,000 active; AID 652010;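 active means inhibition above the mean over all tested compounds plus 3 SD, cut at about 3.6% in these data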;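 further: 0% = DAX-1 cells with DMSO and 100% = cells lacking DAX-1 with DMSO; higher inhibition means more luminescence from relief of DAX-1 repression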
hcDAF-12 act – activators of H. contortus DAF-12 nuclear receptor. HEK293 hcDAF-12 lit1-tk-luc reporter, luminescence; 0% DMSO, 100% Δ7-dafachronic acid. activation, % at 6.8 µM. 1.4% of 370,000 active;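 active means activation above the mean of all tested compounds plus 3 SD, cut at about 5.5% in these data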;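 further: 100% = response to 3 µM Δ7-dafachronic acid high control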
* = called active by the depositor; / = not tested or not shown.

SMILES	ADAM10 inh	HGIII-sPLA2 inh	hgDAF12 agonist	SMARCA2 activ	DAX1 inh-1	GC-B act	GAA850 FXN act	ssDAF-12 act	GC-A act	DAX1 inh-2	hcDAF-12 act
O=[N+]([O-])/C(Cl)=C(/NCCO)C(Cl)=C(Cl)Cl	-8	-4	0.4	-4	0.2	3	3.4	-1.2	-1	-0.6	-1.1
COCCN(C(=O)COC(=O)CCCOc1ccc(OC)cc1)c1c(N)n(Cc2ccccc2)c(=O)[nH]c1=O	-5	10	0.0	-2	-0.3	3	0.5	-1.1	0	-0.7	-0.5
Cn1c(C2=C(O)CN(c3ccccc3)C2=N)nc2ccccc21	-6	-1	2.1	2	0.8	0	2.1	0.0	-1	0.4	2.0
CCc1nnc(NC(=O)CCC(=O)N2CCN(C3c4ccccc4-c4ccccc43)CC2)s1	-3	-3	0.5	-2	-0.6	-6	-2.8	-0.7	2	0.8	-2.0
CC(=O)NC1CCCCN(Cc2ccc(Cl)cc2)C1=O (centres undefined)	-3	9	-2.7	-6	/	1	/	-1.5	1	-0.2	-0.3
COc1ccc(C)cc1S(=O)(=O)NC(C)C(=O)NC1CC1 (centres undefined)	-11	4	2.9	-2	0.6	-2	1.7	-0.8	3	-0.3	-0.6
O=C(NCCCN1CCOCC1)c1ccc(Br)s1	-1	7	1.7	-3	2.6	2	1.1	-1.4	0	0.5	2.2
C=CCNc1nc(C2(C)CC3(CC(C)(C)OC3=O)C(=O)O2)cs1 (centres undefined)	-9	4	-1.7	-4	-0.2	1	-1.9	-1.6	0	0.6	-1.0
O=S1(=O)CC(N2CCN(CC3CC3)CC2)CN1C1CCCC1 (centres undefined)	-10	11	0.4	-2	/	3	/	-0.6	4	-0.1	-1.1
O=c1[nH]c(=O)n(C(c2ccccc2)(c2ccccc2)c2ccccc2)cc1N(CCO)CCO	-9	7	-2.5	-3	1.2	-7	0.3	-1.2	-11	-1.7	-0.7
COCCNC(=O)C1CCCN(C(=O)COc2ccc(Cl)cc2Cl)CC1 (centres undefined)	3	8	-0.3	-1	/	5	-1.5	-1.0	5	1.1	0.6
COc1cc(/C=C/C(=O)OCC(=O)N2CCC(C)CC2)ccc1O	-59	-17	-2.0	-3	0.3	2	0.9	-0.9	-2	-1.4	-0.5
COc1ccc(/C(C)=N/NC(=O)c2ccc(CSc3cccc4cccnc34)cc2)cc1OC	-256	3	3.6	0	-0.1	7	0.7	-1.7	3	-0.7	-2.0
COC(=O)[C@]1(C)CCC[C@@]2(C)C3CC[C@@]4(C)C[C@]3(CCC21)CC(=O)N4C (some centres undefined)	7	1	-1.7	1	-0.8	3	0.5	-1.2	0	0.1	0.6
Cc1cc(N)ccc1NC(=O)CN1CCOCC1	7	7	-1.1	-1	-0.1	2	-0.8	-0.3	3	0.1	-1.3
O=C(NCc1ccc(Cl)cc1)c1ccccc1Oc1ccccc1	11	4	1.1	-3	0.4	-7	3.2	-0.8	-6	-1.1	-2.6
CCn1cc(Cl)c(C(=O)Nc2ccc3c(c2)OCCO3)n1	8	-3	13*	4	1.2	0	0.6	0.9	2	6.1*	2.1
COc1ccc(NS(=O)(=O)c2ccc3oc(SC(C)C(N)=O)nc3c2)cc1 (centres undefined)	-4	-7	-6.0	-4	-2.3	-2	0.1	-1.9	-2	-7.8	-5.8
NC(=O)C1CCN(C(=O)COc2ccc3c4c(c(=O)oc3c2)CCC4)CC1	-238	0	2.4	0	2.5	-2	-0.5	-1.2	5	-1.3	2.2
COc1ccccc1C(=O)COC(=O)C1CCN(S(=O)(=O)c2ccccc2)CC1	-4	0	0.7	-2	1.9	-2	0.6	-0.6	-5	0.0	0.3
COc1cccc(Cc2n[nH]c(=S)n2Cc2ccco2)c1	6	14	-2.2	-3	-1.3	-6	2.0	-0.8	2	0.2	-0.2
C[C@H]1[C@H](N(C)C)CC[C@@]23CCCN2C(=O)CCC[C@@H]13	4	-1	-3.0	/	/	-6	/	-1.8	-3	/	-1.3
N#CCSc1nc2sccc2c(=O)n1-c1ccccc1	-3	0	-2.5	-1	-1.6	-4	5.9	-1.2	-2	-0.7	-1.5
CCOC(=O)C1CCN(CCC(=O)Nc2cccc(Cl)c2)CC1	-11	-3	1.2	0	0.5	-2	-0.2	-1.4	0	-0.3	0.3
CCC(c1nnnn1C(C)(C)C)N1CCN(C/C=C/c2ccccc2)CC1 (centres undefined)	-4	5	-2.3	-1	/	2	/	-0.6	-4	0.1	-0.4
Cc1cc(NC(=O)COC(=O)c2oc3c(Cl)cccc3c2C)no1	-1	-4	1.5	-3	3.0	-3	-3.4	0.4	6	0.4	6.8*
COC(=O)CN1C(=O)CSc2ccc(S(=O)(=O)N3CCC(C)CC3)cc21	-2	2	2.2	-2	/	1	-0.5	-0.4	6	-1.4	-0.1
CC(C)COC(=O)C(N)C(C(=O)OCC(C)C)c1ccccc1 (centres undefined)	0	3	-0.2	2	-0.8	-12	1.6	-0.4	-6	0.0	-1.1
CCOc1ncccc1C(=O)OCC(=O)Nc1ccc(-c2nc3ccc(C)cc3s2)cc1	-326	-6	18*	2	1.1	0	3.3	1.0*	0	4.4*	7.5*
O=C(CSc1nc(C2CC2)nc2ccccc12)Nc1ccccc1Cl	-3	-3	3.3	-1	3.7	4	0.5	-1.1	-6	-0.4	0.3

Results in DAX1 inh-2 and ADAM10 inh (two entries from above):
compound | DAX1 inh-2 | ADAM10 inh
CCOc1ncccc1C(=O)OCC(=O)Nc1ccc(-c2nc3ccc(C)cc3s2)cc1 | 4.4* | -326
O=C(CSc1nc(C2CC2)nc2ccccc12)Nc1ccccc1Cl | -0.4 | -3

Next section
SMILES	ADAM10 inh	HGIII-sPLA2 inh	hgDAF12 agonist	SMARCA2 activ	DAX1 inh-1	GC-B act	GAA850 FXN act	ssDAF-12 act	GC-A act	DAX1 inh-2	hcDAF-12 act
O=C(NCc1cccc(Cl)c1)c1ccco1	-6	0	-0.7	-1	0.3	5	2.1	-2.1	0	-0.7	-0.1
CCOc1ccc(S(=O)(=O)N2CCC(C(=O)NCC3CCCO3)CC2)cc1Cl (centres undefined)	-5	-3	1.5	1	0.6	1	3.9	-0.6	-1	-0.5	-1.1
CN(CCCNC(=O)c1ccc(/C=N/O)nc1)CCCN(C)Cc1ccccc1	1	3	1.3	0	-0.9	1	0.0	-0.9	1	0.8	-1.2
Cc1ccc(C(=O)NCCNC(=O)CN2CCOCC2)cc1	0	4	-0.5	0	0.0	3	-1.1	-0.8	2	0.6	-1.9
Cc1ccc(-n2nc3ccc(NC(=O)/C=C/c4ccco4)cc3n2)cc1C	-56	-5	2.6	-2	1.6	-4	1.3	-1.8	6	1.5	0.1
Cc1cc(NC(=O)CN2C(=O)C3CC=CCC3C2=O)no1 (centres undefined)	8	7	-0.6	-5	2.2	0	-0.2	-0.6	2	0.2	-0.1
COC(=O)c1cc2c(ccn2C)n1C	-9	3	1.3	-1	0.2	1	0.1	-0.5	-4	-0.1	-1.2
CCCCCSc1nnc(N)s1	-7	3	1.6	-2	2.0	-3	1.4	-0.2	-1	-0.2	2.1
COCc1cc(C)nc2sc(C(=O)NCCO)c(-n3cccc3)c12	4	5	-3.2	-4	3.4	-3	1.0	-1.5	-2	-0.4	-0.3
Cc1ccc(S(=O)(=O)c2nc(S(C)(=O)=O)sc2NCC2CCCO2)cc1 (centres undefined)	-1	-9	-0.7	0	-1.2	-3	-1.7	-1.4	-2	0.8	-1.0
CC(=O)c1ccc[n+](CC(=O)NC(C)c2ccccc2)c1 (centres undefined)	7	2	0.9	-1	0.2	5	4.1	-1.1	-1	-0.1	-0.1
O=C(NNc1ncc(C(F)(F)F)cc1Cl)c1c(Cl)cccc1Cl	9	7	-0.2	-2	-2.4	-6	-4.1	-2.1	0	-2.4	-1.5
Cc1ccc(NC(=O)C2CCCN2C(=O)OCc2ccccc2)c(O)c1 (centres undefined)	-5	-15	0.8	-2	0.0	-3	-1.5	-0.9	-4	-0.2	0.4
COC(=O)C1=C(NC(=O)c2ccc(Br)cc2)CCS1	-3	-16	4.7	-2	-0.3	-4	2.5	0.7	2	0.4	2.8
CCc1cccc(C)c1NC(=O)Nc1ccc2c(c1)OCO2	-6	3	0.0	-3	0.4	12	1.1	-1.9	1	0.0	-1.4

(more compounds)
Values run as follows: ADAM10 inh | HGIII-sPLA2 inh | hgDAF12 agonist | SMARCA2 activ | DAX1 inh-1 | GC-B act | GAA850 FXN act | ssDAF-12 act | GC-A act | DAX1 inh-2 | hcDAF-12 act
> Cc1ccc(C)c(NC(=O)CCC(=O)NN=C2CCCC2)c1
 : -3 | -2 | -0.7 | 1 | 0.8 | 4 | 0.1 | -0.5 | 2 | 0.5 | 0.0
> Oc1ccc(Cc2ccc(Cl)cc2)c(O)c1
 : 10 | -15 | 0.0 | 1 | -0.7 | 1 | 0.9 | -1.1 | 17 | -0.5 | -1.5
> CN1CCN(/N=C/c2ccc(C#N)cc2)CC1
 : 0 | 4 | 4.6 | 0 | 2.9 | 2 | 2.0 | -1.0 | 2 | 0.2 | -0.5
> Nc1nnnn1CC(=O)N/N=C/c1cccs1
 : -4 | 12 | 4.2 | 1 | 1.7 | 1 | 0.2 | -0.3 | 5 | 0.4 | 0.0
> CCCCN(CCCC)C(=O)/C=C/c1cccc([N+](=O)[O-])c1
 : -7 | -7 | -3.9 | 1 | -0.1 | 7 | 0.2 | -1.9 | 8 | -1.3 | -3.0
> Cn1c(SCC(=O)NC2CCCCC2)nnc1-c1cc2cc(Cl)ccc2o1
 : -1 | 2 | -1.2 | -1 | 1.0 | 0 | 2.0 | -1.2 | 1 | 0.0 | -2.1
> COc1cccc(/C=N/NC(=O)c2cnccn2)c1
 : 0 | 0 | 0.2 | 3 | -0.5 | 8 | 2.6 | -1.0 | -3 | 0.4 | -0.7
> CNC(=O)c1sccc1-n1cccc1
 : 3 | 5 | -2.3 | -2 | 1.7 | 1 | 1.0 | -0.8 | 6 | -0.1 | -2.1
> O=C(CN(CCc1ccccc1)C(=O)CNS(=O)(=O)c1ccc(F)cc1)NCC1CCCO1 (centres undefined)
 : 5 | -6 | -2.0 | 2 | -0.1 | 3 | -0.7 | -0.9 | -1 | -0.9 | -2.1
> Oc1c(N=NC(=S)Nc2ccccc2F)c2ccccc2n1Cc1ccccc1F
 : -11 | 3 | 1.4 | -2 | -0.2 | 1 | 0.8 | -1.0 | 3 | 0.6 | -0.8

Records above printed as active in ssDAF-12 act.
SMILES	ADAM10 inh	HGIII-sPLA2 inh	SMARCA2 activ	DAX1 inh-1	GC-B act	ssDAF-12 act	GC-A act	DAX1 inh-2	hcDAF-12 act
CCOc1ncccc1C(=O)OCC(=O)Nc1ccc(-c2nc3ccc(C)cc3s2)cc1	-326	-6	2	1.1	0	1.0*	0	4.4*	7.5*
